UDG counterscr = counter-screen for AID inhibitors: uracil-DNA glycosylase inhibition; FRET deamination/UDG coupled assay, UDG read, 4 h; Potency, µM (top dose mostly 115 µM), for inactives: at the top dose activity change, negative = inhibition, most hits filed as inhibitors; hit rate 0.14% among 91,000; note: nearly all actives have a fitted effect of over 65% in size
AID inhibitor = inhibitors of human activation induced cytidine deaminase; AID deamination FRET fluorescence, UDG-coupled, 4 h; Potency, µM (titrated, usually from 115 µM), for inactives: at the highest dose activity change, negative = inhibition, most hits filed as inhibitors; hit rate 0.32% among 91,000; AID 1347428; note: nearly all actives have a fitted effect of over 25% in size
Target sequence (Q9GZX7 whole entry, looked up): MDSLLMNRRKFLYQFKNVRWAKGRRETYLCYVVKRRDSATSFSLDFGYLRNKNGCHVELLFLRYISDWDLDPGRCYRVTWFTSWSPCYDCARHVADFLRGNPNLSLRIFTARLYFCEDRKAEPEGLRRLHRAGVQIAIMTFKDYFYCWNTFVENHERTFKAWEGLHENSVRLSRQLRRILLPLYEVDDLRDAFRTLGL
* hit, by the source's call; ? = inconclusive; [ ] = dose if it differs, or a comment. Calls come from the whole dose curve; as a rule, active = well fitted curve in the direction sought with a large enough effect; inconclusive = small, poorly fitted or top-dose-only effect, or another doubt; inactive = no such curve, though single readings can be large; an effect the other way counts as inactive or inconclusive. % is set by controls: 0 for no effect and ±100 for the full control effect; potency is the fitted concentration of half-maximal effect. The list is partial. The share of hits here may be higher or lower than overall.

SMILES	UDG counterscr	AID inhibitor
COC(=O)Cn1c(=O)c2cccn2c2ccc(F)cc21	-7%	-8%
CC(C)(C)C1CCC2(CC1)C(C(=O)c1ccc(F)cc1)C2(C#N)C#N (centres undefined)	8%	1%
O=C(Nc1cc(F)cc(F)c1)c1cnc2ccccc2n1	-15%	41%[activator]
Cc1ccccc1NC(=O)c1sc2nc3n(c(=O)c2c1C)CCC3	8%	-19%
COC(=O)c1ccc(NC(=O)CN2CCCN(Cc3ccc(Cl)cc3)S2(=O)=O)cc1	?	-20%
N#Cc1sc2ncccc2c1N	-6%	-3%
CC(Nc1ccc([N+](=O)[O-])cn1)c1ccc(Cl)cc1 (centres undefined)	-14%	-18%
CC(C)CCn1c(N2CCC(C(N)=O)CC2)nc2c1c(=O)n(C)c(=O)n2C	1%	-11%
COc1ccc(Cn2ccn(Cc3cccc(C)c3)c(=O)c2=O)cc1	-4%[57.5 µM]	10%
Cc1ccc(NC(=O)COc2ccc3c(C)c(C)c(=O)oc3c2C)cc1	8%	4%
O=C1CCCC2=C1C(c1cc(Cl)ccc1O)C1=C(CCCC1=O)O2	4%	4%
CCCCn1c(=N)c(S(=O)(=O)c2ccc(Cl)cc2)cc2c(=O)n3cccc(C)c3nc21	12%	-2%
O=C(/C=C/c1ccc(O)cc1)c1ccc(O)cc1O	3%	3%
CCc1nn2c(=O)cc(COC(=O)c3ccccc3NC(=O)C3CCCCC3)nc2s1	-4%	16%
CCOc1ccc(C(=O)OCc2nc(N)c3ccccc3n2)cc1	-11%	-15%
NC1=NCC2c3ccccc3Cc3ccccc3N12 (centres undefined)	-8%	-17%
Cc1cc(OCC(=O)NCC2(N3CCN(C)CC3)CCCCC2)cc(C)c1Cl	-9%	-20%
Cc1ccc(N2CCN(C(=O)c3c(C)oc4ncnc(N5CCOCC5)c34)CC2)c(C)c1	2%	3%
CCn1c(CN2CCN(C)CC2)nc2cc(NC(=O)c3ccc([N+](=O)[O-])cc3)ccc21	8%	1%
CCN(CC)S(=O)(=O)c1ccc(NC(=O)[C@H](CSCc2ccccc2)N2Cc3ccccc3C2=O)cc1	-16%	?
COc1ccc(S(=O)(=O)Nc2c(NC3CCCCC3)c3ccccc3oc2=O)cc1	-9%	-14%
Fc1ccc(-c2csc(-c3ccsc3)n2)cc1F	-10%	-9%
O=S(=O)(Nc1cccc(-c2ccc(N3CCOCC3)nn2)c1)c1ccc(F)c(C(F)(F)F)c1	1%	0%
CC(=O)c1cccc(NC(=O)C23CC4CC(CC(C4)C2)C3)c1	-5%	49%
COc1cccc(NC(=O)Cn2c(=O)n(CCCCC(=O)NCCc3ccccc3)c(=O)c3ccccc32)c1	-3%	19%
Cc1c(C)n(Cc2ccccc2)c2ccc(C(=O)N3CCN(c4ccccc4)CC3)cc12	31%[activator]	-19%
CC(=O)Nc1cc(NC(C)=O)cc(-c2nc3ccccc3[nH]2)c1	-19%	?
CCc1nonc1NC(=O)c1oc2ccccc2c1C	4%	20%
CN(CCOc1ccc(Br)cc1)C(=O)CSc1nnc(-c2ccc(Cl)cc2)n1C	-19%	-28%
Cc1ccccc1-c1nc(CS(=O)(=O)CC(=O)NCC(C)c2ccccc2)c(C)o1 (centres undefined)	-10%	?

Some of these compounds in order of length of the SMILES, descending:
SMILES	UDG counterscr	AID inhibitor
Cc1c(C)n(Cc2ccccc2)c2ccc(C(=O)N3CCN(c4ccccc4)CC3)cc12	31%[activator]	-19%
COc1ccc(S(=O)(=O)Nc2c(NC3CCCCC3)c3ccccc3oc2=O)cc1	-9%	-14%
CC(=O)c1cccc(NC(=O)C23CC4CC(CC(C4)C2)C3)c1	-5%	49%

More results.
SMILES	UDG counterscr	AID inhibitor
CCOCCCNC(=O)C1CCN(c2nc3ccc(Cl)cc3[nH]2)CC1	3%	3%
Cn1c(=O)c2c(nc(NCC(O)c3ccccc3)n2Cc2ccc(Cl)cc2Cl)n(C)c1=O (centres undefined)	-4%	-10%
CCC(=O)N1CCc2ccccc21	-1%	-3%
Cc1cc(C)c(Cn2c(C)c(CNCc3ccccc3C)c(C(=O)O)c2C)c(C)c1	1%	-17%
CCCSc1ncnc2c1c(-c1ccccc1)cn2-c1ccccc1OC	-14%	?
N#Cc1ccc(NC(=O)c2ccc3c(c2)nnn3C2CCCC2)cc1	11%	15%
Cc1cc(C(=O)O)sc1-c1ccc(C(C)(C)C)cc1	1%	-29%
O=C(Nc1cccc(C(F)(F)F)c1)Nc1ccc2snnc2c1	-4%	-21%
CCc1ccc(NC(=O)COCc2cc(-c3ccc(F)cc3)on2)cc1	3%	6%
Cc1cccc(COc2ccc3c(C)cc(=O)oc3c2)c1	-16%	-22%
COc1cccc(NS(=O)(=O)c2ccc3[nH]cc(C(=O)N(C)Cc4ccco4)c(=O)c3c2)c1	-19%[57.5 µM]	36%[activator]
Cc1ccc(C)c(C(C)NC(=O)CCNC(=O)C2CCCC2)c1 (centres undefined)	-2%	0%
Cc1nn(-c2nc3c(c(=O)n(CC(N)=O)c(=O)n3C)n2CCc2ccccc2)c(C)c1C	-4%	-3%
CCOCCn1ccc2c(OCC(=O)NCc3ccc(C)cc3)cccc2c1=O	-8%	12%
CCN1CCN(c2ncnc3c2cnn3-c2ccc(C)cc2)CC1	-5%	-24%
N#Cc1ccccc1NCc1ccccn1	-12%	2%
Cc1ccc2c(c1)N(C(=O)Nc1cccc3c1CCCC3)CC(C)O2 (centres undefined)	-12%[57.5 µM]	?
COc1ccc(N2CCN(CC(O)COc3ccc(C)cc3C)CC2)cc1 (centres undefined)	0%[57.5 µM]	24%[57.5 µM]
O=C(Cc1ccc(Br)cc1)N1CCN(c2ccccc2)CC1	-5%	-23%
O=C(OCc1cc2ccccc2[nH]c1=O)c1ccccc1F	5%	5%
O=C(O)c1ccc(NC(=O)c2ccc(Br)c(S(=O)(=O)N3CCCC3)c2)cc1	-5%	23%
CC(=O)Nc1ccc(SC2CCCCCC2=O)cc1 (centres undefined)	-7%	-9%
COc1cc(OC)cc(C(=O)NCCCNC(=O)c2nc3ccccc3c(=O)[nH]2)c1	-4%	-9%
O=C(CCCSc1nccc(C(F)(F)F)n1)c1ccc(F)cc1	-12%	-16%
CC(C)Cn1nc(C(=O)OCC(=O)Nc2ccc(OC(F)(F)F)cc2)c2ccccc2c1=O	-5%	-11%
CCCOC(=O)c1c(C)oc2c1cc(NS(=O)(=O)c1ccc(OCC)cc1)c1ccccc12	-1%	40%[activator]
CC(C)CCn1c(=O)c2sccc2n2c(CCCC(=O)NCCc3ccccc3)nnc12	15%	1%
O=C(Nc1cccc(F)c1)C1CCN(S(=O)(=O)c2ccc3[nH]c4c(c3c2)CCCCC4)CC1	31%[activator]	-4%
COc1ccc(Cl)cc1NC(=O)CN(c1cccc(C)c1C)S(=O)(=O)c1ccccc1	-15%	-21%
CC1(C)CC(OC(=O)CCCCC(=O)OC2CC(C)(C)NC(C)(C)C2)CC(C)(C)N1	-1%	-3%

Reprinted at random: 2 records from the list, in no set order.
SMILES	UDG counterscr	AID inhibitor
CC(C)CCn1c(=O)c2sccc2n2c(CCCC(=O)NCCc3ccccc3)nnc12	15%	1%
CC(=O)Nc1ccc(SC2CCCCCC2=O)cc1 (centres undefined)	-7%	-9%

New compounds follow
SMILES	UDG counterscr	AID inhibitor
CC(C)Oc1ccc(C(=O)N2CCc3c(sc4ncnc(N)c34)C2)cc1	12%	10%
Cc1ccc(N(C)C(=O)c2sc3nc4n(c(=O)c3c2C)CCCC4)cc1C	10%	?
COc1ccc(/C=C/c2onc(C)c2S(=O)(=O)N2CCC(C(=O)N3CCCCC3)CC2)cc1	3%	?
CSc1cccc(C(=O)Nc2cc(F)c(F)cc2Cl)c1	-2%	2%
Cc1nc(-c2ccccc2)ncc1C(=O)O	8%	0%
Cc1cc(-c2ccco2)n[nH]1	-12%	33%[activator]
O=C(O)CNS(=O)(=O)c1cccc(C(F)(F)F)c1	3%	0%
O=C1CCCc2[nH]cc(-c3ccccc3)c21	-10%	-4%
CC(C)Cn1nc(NC(=O)c2cccc(Cl)c2)c2cc3ccccc3nc21	-16%	5%
Cc1cc(C)cc(-n2ccnc(NCc3ccc(F)cc3)c2=O)c1	?	-10%
O=C(NCc1ccco1)c1ccc2c(c1)N(Cc1ccccc1F)C(=O)c1ccccc1S2(=O)=O	-4%	-10%
COc1ccc2c(c1)cc(CNc1ccc(OC)c(OC)c1)c(=O)n2CC(=O)Nc1ccccc1C	-11%	89%[activator]
CCCOc1ccc2c(=O)c(-c3ccccc3)coc2c1C	12%	-8%
C/C(=N/NC(=O)C1CC1c1ccccc1)c1ccc(CC(C)C)cc1 (centres undefined)	-10%	-12%
COc1cc(CNn2cnnc2)cc(Br)c1OCc1ccc(F)cc1	-18%	-18%
CCOC(=O)c1c(C)[nH]c(C(=O)CSc2nnc(C)s2)c1C	0%	1%
Cc1ccc2ncc([N+](=O)[O-])cc2c1	-4%	-14%
COc1ccc(C(=O)/C(C#N)=C\c2ccc(OC(F)F)c(OC)c2)cc1	-7%	-15%
CC(C)c1ccc(/C=C(/C#N)C(=O)Nc2ccc(N3CCOCC3)cc2)cc1	3%	21%
COC(=O)c1cccc(NC(=O)CSc2ncnc3c(-c4ccc(OC)cc4)c[nH]c23)c1	26%	3%

Entries of single compounds, looked up by structure. Values in the order: UDG counterscr	AID inhibitor
COc1ccc2c(c1)cc(CNc1ccc(OC)c(OC)c1)c(=O)n2CC(=O)Nc1ccccc1C reads -11%	89%[activator]
Cc1ccc2ncc([N+](=O)[O-])cc2c1 reads -4%	-14%
CC(C)c1ccc(/C=C(/C#N)C(=O)Nc2ccc(N3CCOCC3)cc2)cc1 reads 3%	21%
CCCOc1ccc2c(=O)c(-c3ccccc3)coc2c1C reads 12%	-8%
C/C(=N/NC(=O)C1CC1c1ccccc1)c1ccc(CC(C)C)cc1 (centres undefined) reads -10%	-12%

Continued.
SMILES	UDG counterscr	AID inhibitor
CCCn1c(=O)n(CCC(=O)N(C)CC(=O)Nc2ccccc2Cl)c2ccccc21	8%	2%
C#CCSc1nc(-c2ccccc2)c2cc(Cl)ccc2n1	1%	13%
FC(F)(F)c1ccc(/C=N/Nc2ccc(Cl)c(Cl)c2)cc1	-16%	17%
NC(=O)Nc1cccc([N+](=O)[O-])c1	8%	-5%
Cn1c2ccccc2c2cnn(CC(=O)NCc3ccc(Cl)cc3)c(=O)c21	-1%[57.5 µM]	16%
CC(=O)Nc1cccc(C(C)NCc2csc(C)n2)c1 (centres undefined)	-9%	25%
CC(C)c1ccccc1NC(=O)CSc1ccccc1Cl	0%	-4%
Cc1ccc(C)c(NC(=O)CCc2c(C)nn(-c3ccc(N4CCCC4)nn3)c2C)c1	6%[57.5 µM]	8%
CCCC1C(c2ccc(Cl)cc2)NC(c2ccc(Cl)cc2)C(C)C1(O)CCC (centres undefined)	-9%	-6%
N#Cc1cccc(NC(=O)CNc2ccccc2C(N)=O)c1	4%	1%
O=c1c2sc3ccccc3c2n(Cc2ccccc2)c(=O)n1CCc1ccccc1	-8%	4%
O=C(Cn1c(=O)n(CC2CCC(C(=O)NCCc3ccccc3)CC2)c(=O)c2ccccc21)Nc1cccc(F)c1 (centres undefined)	-9%	22%
CC(NS(=O)(=O)c1cccs1)c1ccccn1 (centres undefined)	3%	7%
COC(=O)c1sc(N)c(C#N)c1C	-8%	9%
Cc1cccc(-c2nnc3sc(NC(=O)c4cccc(F)c4)nn23)c1	-1%	-5%
COc1cccc(Nc2nc3cc(C)ccc3nc2NS(=O)(=O)c2ccc(Cl)cc2)c1	-3%	-19%
O=S(=O)(NCc1csc(-c2ccccc2)n1)c1cccc(F)c1	-1%	2%
COc1cc(Cl)c(C)cc1Nc1nc2ccccc2n2cnnc12	?	17%
Cc1ccc(-n2ncc3c(NCC(C)C)ncnc32)c(C)c1	0%	-13%
CCCNC(=O)N1CCN(Cc2nc(-c3ccc(OC)cc3)oc2C)CC1	-2%	-10%
Cc1cccc(C)c1-n1nnnc1SC(C(=O)N(C)C)c1ccccc1 (centres undefined)	-2%	-12%
O=C(CCc1ncc(-c2ccc(Cl)cc2)o1)N1CCSCC1	0%	-6%
C#CC(C)(C)NS(=O)(=O)c1cccc2nsnc12	-5%	-13%
Nc1c(C(=O)Nc2ccccc2Cl)c2ccccn2c1C(=O)c1ccccc1	3%	7%
CCOc1ccc(C2CC(=O)c3c([nH]c(C(=O)OC4CCCCCC4)c3C)C2)cc1 (centres undefined)	6%	1%
Cc1ccc(NC(=O)CCc2c(C)nn(-c3ccc(N4CCOCC4)nn3)c2C)c(C)c1	6%	-13%
Cc1ccc2oc(=O)c3cc(C(=O)NCCCOC(C)C)sc3c2c1	-5%	-16%
CC(=O)c1ccccc1NC(=O)C1(c2ccccc2)CCC1	-11%	-13%
CCCN(C(=O)CCn1cnc2onc(-c3ccc(F)cc3)c2c1=O)c1ccccc1C	-24%	-15%
O=c1c2cc3c(cc2nc2sc(Nc4ccc(F)c(Cl)c4)nn12)OCO3	-22%	106%[activator]
Cc1cccc(NC(=O)/C(C#N)=C2\CCCC2C)c1 (centres undefined)	11%	25%
CCC(=O)N1CCc2cc(S(=O)(=O)NCCC(=O)NC(C)c3ccccc3)ccc21 (centres undefined)	-2%	-2%
COc1ccc(CNC(=O)CCCn2c(=O)c3cccn3c3ccc(F)cc32)cc1OC	-5%[57.5 µM]	-29%
COc1ccc(-c2c(C#N)c(SCC(=O)Nc3ccc(C)cc3)nc(C)c2C(=O)Nc2ccccc2)cc1	-17%	12%
CCOC(=O)C1(C)C=C(Nc2cccc(Br)c2)C(=O)N1c1cccc(Br)c1 (centres undefined)	7%	3%
COc1cccc(NC(=O)CSc2nc3c(=O)[nH]cnc3n2C)c1	2%	3%
Cc1ccc(Cl)cc1N1CCN(C(=O)c2cc3c(-c4ccccc4F)nn(C)c3s2)CC1	-22%	?
O=C(O)c1cc(-c2ccc[nH]2)nc2ccccc12	-8%	24%
Cc1cccc(NCCC#N)c1C	10%	1%
